Compound activity: PubChem BioAssay, several laboratories
NPY Y2 blocker = blocks the human neuropeptide Y Y2 receptor | NPY-Y2 expressing cells, antagonist mode | inhibition, % at 2.7 µM | 0.99% of 140,000 active | AID 793; in the data active means inhibition above about 17%;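 further: 0% = vehicle with agonist challenge and 100% = reference antagonist with challenge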
Target sequence (P49146 whole entry, looked up): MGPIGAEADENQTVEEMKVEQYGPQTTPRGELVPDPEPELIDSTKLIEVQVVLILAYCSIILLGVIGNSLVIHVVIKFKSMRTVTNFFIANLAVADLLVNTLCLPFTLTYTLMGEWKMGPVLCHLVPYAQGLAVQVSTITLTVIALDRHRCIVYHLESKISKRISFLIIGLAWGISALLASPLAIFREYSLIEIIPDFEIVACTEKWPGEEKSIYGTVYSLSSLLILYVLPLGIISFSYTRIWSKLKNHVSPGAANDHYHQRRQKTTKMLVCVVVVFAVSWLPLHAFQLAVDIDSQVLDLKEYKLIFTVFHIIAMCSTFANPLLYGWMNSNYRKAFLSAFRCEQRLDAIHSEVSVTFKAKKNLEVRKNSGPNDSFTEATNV
E-sel TNF inh = blocks E-selectin expression induced by TNF alpha; inhibition, % at 2 µM; AID 1246; 0.71% of 120,000 active; HUVEC TNFa-induced E-selectin immunofluorescence, high content;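 active means inhibition above the batch mean plus 3 SD, and confirmed as a hit on visual image review, cut at about 43% in these data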;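 further: 0% = TNF-stimulated DMSO wells and 100% = unstimulated control wells; not every result past the cut was called active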
bCat KO growth = beta-catenin-lacking colon tumor cell growth suppression; HCT116 beta-catenin knockout viability, CellTiter-Glo, 60 h; hits give low values; viability, % at 10 µM; 1.5% of 140,000 active;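 active means viability at or under a set limit, the compound median less 4 SD, cut at about 6% in these data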;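 further: 0% = Hyamine 1622 control at 20 µM and 100% = untreated cell control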
Measles CPE = protection of cells from measles virus | Measles virus-infected cells, CPE protection, absorbance | 1.5% of 140,000 active | protection (pct of control), % at 4 µM | AID 841; in the data active means protection mostly above about 24%, no sharp cut-off; inactive means mostly below about 26%; further: some compounds called inactive have numbers as strong as hits
Yeast lifespan up = extends the lifespan of yeast | S. cerevisiae growth with nicotinamide, OD615; deaD strain in restrictive glucose medium | inhibition of the nicotinamide effect, % at 10 µM | 0.68% of 130,000 active;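 active means inhibition above a set limit, placed 3 SD over the median of all compounds, cut at about 26% in these data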;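 further: 0% = nicotinamide-treated wells and 100% = cells grown without nicotinamide; some compounds called inactive have numbers as strong as hits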
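Buffer or medium: CSMM-D glucose medium, restrictive; test system: modified budding yeast, DeaD strain; compound: single dose 10 µM compound, 0.25% DMSO; schedule: culture preincubation 4 h, compound exposure 48 h, both 30 °C; detection: optical density (absorbance) at 615 nm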
Phagocytosis inh = blocks phagocytosis by macrophages; J774A.1 macrophage IgG-bead phagocytosis, imaging; inhibition, % at 5 µM; 0.07% of 110,000 active; AID 1029;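 active means inhibition above the mean of the plate negative controls plus 5 SD, cut at about 13% in these data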;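 further: phagocytic index as fraction of beads internalized from green versus red external bead signal; plate controls were DMSO negative control for no effect and cytochalasin-D positive control for full effect; some results beyond the cut were filed as inactive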
Yeast growth inh = chemicals that inhibit yeast BB579 growth in restrictive medium (lifespan-shortening candidates); S. cerevisiae BB579 growth, OD615, 48 h; inhibition, % at 10 µM; AID 804; 0.51% of 140,000 active;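 active means inhibition above a set limit, 3 SD over the mean compound inhibition, cut at about 44% in these data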; further: inactives centre near -24
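controls = amphotericin B 10 µg/mL, positive | assay system = DeaD yeast strain BB579 | schedule = 48 h compound exposure at 30 °C after 4 h preincubation | detection = OD615 turbidity measurement | medium = restrictive CSMM-D medium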
HCT116 PTEN-null = PTEN-deleted cell growth suppression | HCT116 PTEN-null viability, CellTiter-Glo, 60 h; hits give low values | viability, % at 10 µM | 1.2% of 140,000 active | AID 827;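 active means viability at or below a set limit, 4 SD under the median of all tested compounds, cut at about 3.7% in these data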;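 further: PTEN knockout HCT116 line with beta catenin targeted HCT116 as companion control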
GALR2 antag = blocks the human galanin receptor 2. AID 828. inhibition, % at 4 µM. GALR2-expressing cells, antagonist mode. 0.39% of 140,000 active. O43603; in the data active means inhibition above about 27%;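 further: cells stimulated with galanin 1-16 at roughly its EC80; 0% = agonist challenge control and 100% = basal control without agonist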
Target sequence (O43603 whole entry, looked up): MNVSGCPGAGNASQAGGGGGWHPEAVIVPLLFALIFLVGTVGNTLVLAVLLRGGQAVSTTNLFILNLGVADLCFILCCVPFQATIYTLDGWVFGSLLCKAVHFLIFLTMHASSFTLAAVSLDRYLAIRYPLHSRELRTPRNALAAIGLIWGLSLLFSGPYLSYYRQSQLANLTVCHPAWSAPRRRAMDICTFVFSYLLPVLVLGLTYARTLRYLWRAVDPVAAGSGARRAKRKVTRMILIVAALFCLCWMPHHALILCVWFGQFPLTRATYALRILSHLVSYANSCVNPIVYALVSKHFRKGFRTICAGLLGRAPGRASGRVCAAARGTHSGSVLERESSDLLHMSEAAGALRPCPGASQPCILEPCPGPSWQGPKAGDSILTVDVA
MRP1 act = activators of MRP-1 | 0.61% of 140,000 active | H69AR cells + doxorubicin, viability rescue, CellTiter-Glo | viability increase, % at 10 µM;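 active means viability gain under doxorubicin at or above a set limit, the compound median plus 3 SD, cut at about 4.7% in these data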;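 further: MRP-1 overexpressing cells given doxorubicin 25 µM after compound pretreatment; 18-22 h compound pretreatment then 72 h with doxorubicin before readout; 0% = doxorubicin-only wells and 100% = vehicle-treated cells without doxorubicin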
* = called active by the depositor; . = no result given. An unsorted share of the library; overall some 6.2% were active at least once.

Results follow in this order: bCat KO growth, E-sel TNF inh, Yeast lifespan up, Measles CPE, NPY Y2 blocker, HCT116 PTEN-null, GALR2 antag, Yeast growth inh, MRP1 act, Phagocytosis inh
> COC(=O)c1c(NC(C)=O)sc2c1CCCC2
  100.6, -9.1, 30.4, 17.7, 4.4, 108.2, -4.1, -48.9, -0.4, 1.0
> CCN(CC)Cc1nc2c(c(=O)[nH]1)C1(CCCCC1)Cc1ccccc1-2
  77.7, -1.8, -7.0, 4.6, 4.4, 83.9, -1.1, -55.7, -3.2, -0.5
> C/C(=N\N1C(=O)c2ccccc2C1=O)c1cccc([N+](=O)[O-])c1
  92.5, -5.2, -2.4, 14.7, 3.8, 104.2, 1.0, -17.9, 0.0, -1.5
> CCC(C)NCCCOc1ccc([N+](=O)[O-])cc1 (stereo not given)
  87.3, -0.9, 6.7, 2.7, 2.5, 98.2, -4.8, -31.4, -1.6, -3.4
> COc1ccc(N2CCN(CC(=O)Nc3nnc(-c4ccccc4)s3)CC2)cc1
  92.9, ., -0.8, 8.4, 4.5, 100.9, 4.5, -42.6, -3.8, .
> Cc1cc(C)c(NC(=O)OCCN2CCOCC2)c(C)c1
  101.7, ., 3.4, 1.7, -0.3, 109.3, -2.4, -39.6, -0.6, -0.1
> O=C(c1cccs1)N1CCN(C2CCCCC2)CC1
  91.1, 1.3, -1.3, 8.3, 2.0, 100.4, 3.2, -30.9, -1.1, 0.2
> O=C(CSc1ccccn1)Nc1ccc2c(c1)oc1ccccc12
  93.0, -8.5, -4.8, 8.9, 5.6, 98.5, 7.2, -27.5, -0.4, -7.6
> COc1ccc(CCN2C(=O)c3cccnc3C2=O)cc1OC
  94.4, ., -5.5, 9.3, 3.2, 94.1, -4.2, -1.2, -0.7, -3.9
> O=C(CCC1COc2ccccc2O1)Nc1ccccn1 (stereo not given)
  97.2, 10.0, -7.1, 9.9, 3.3, 91.5, -11.4, -31.8, -0.4, -1.9
> COc1cc(Cl)c(C)cc1NC(=O)CSc1nnc(-c2cccnc2)n1Cc1ccco1
  61.5, ., -3.5, 6.2, 0.8, 52.0, 8.1, -37.5, -3.1, -0.6
> Cc1cccc(C)c1NC(=O)C1(N2CCN(C(=O)c3ccco3)CC2)CCCCC1
  87.5, -6.7, 6.8, 7.6, 3.4, 83.9, -4.4, -45.8, -3.3, -0.7
> CCc1nn(-c2cc(Oc3cccc4ccccc34)nc(-c3ccccc3)n2)c(N)c1C#N
  9.2, -67.1, -10.1, 26.9, 4.2, 9.4, 10.2, -35.1, -2.3, -0.2
> CCOP(=O)(O)c1ccccc1OCCOCCOc1ccccc1P(=O)(O)OCC
  95.7, 7.5, -10.6, 2.5, -0.4, 89.4, -4.6, -4.6, -2.3, 0.2
> CCOC(=O)c1c(NC(=O)CC2Nc3cc(C)c(C)cc3NC2=O)sc(C)c1C (stereo not given)
  103.0, -40.6, -11.5, 18.2, 3.7, 88.4, 1.2, -1.9, 0.8, 0.1
> O=C(c1ccc(Cl)c(Cl)c1)c1cnc(Nc2ccccc2)s1
  95.0, -15.8, 2.6, 24.6, 0.4, 96.7, -11.3, -25.7, -2.0, -0.6
> CCOC(=O)C1CCN(C(=O)CCn2c(=O)[nH]c3ccccc3c2=O)CC1
  89.2, -7.4, -8.6, 8.7, 0.9, 97.1, 7.1, -36.6, -0.8, -2.7
> CC(=O)NC(=S)Nc1ccc(NC(=O)COc2ccc(C(C)C)cc2)cc1
  100.5, -12.8, 2.6, 4.4, -0.6, 99.6, -2.5, -20.0, -3.1, -3.0
> CCCCCC(=O)Nc1nc(C)c(-c2csc(Nc3cc(OC)ccc3OC)n2)s1
  63.7, -27.6, -21.8, 1.8, 0.6, 57.5, -29.1, -3.2, -3.5, -0.3
> O=C(CSc1nnc(-c2ccc(F)cc2)n1-c1ccccc1)NCCN1C(=O)CSC1=O
  95.6, 6.1, -1.7, 4.4, 1.2, 93.6, 9.6, -22.3, -1.4, -5.1
> Clc1ccc2c(N3CCCC3)ccnc2c1
  61.7, 6.9, 6.2, 2.7, 9.1, 72.7, 5.0, -29.1, -1.1, -5.2
> COc1ccc(-c2cc(=O)oc3c(C)c(O)c(CN(C)C)cc23)cc1
  101.5, 23.6, 24.9, 6.0, 1.9, 87.1, 12.5, -29.5, -2.6, -0.4
> Cc1ccc(CCn2c3c(c4ccccc42)CN(C)CC3)cn1
  83.2, -8.6, -4.0, 1.4, 1.9, 82.8, 5.6, -17.1, -2.4, 1.7
> O=C(Nc1nccs1)c1cc(-c2ccccc2)nn1-c1ccccc1
  95.1, 5.4, 2.6, 6.5, -0.7, 101.2, 7.5, -30.6, -1.6, 5.1
> Cc1ccc(-n2nc3ccc(N)cc3n2)cc1
  89.9, -31.6, -25.6, 24.5, -1.4, 79.0, 2.6, -38.6, -4.2, -2.9
> CC(C)=C1SC(N2CCN(Cc3ccccc3)CC2)=NC1=O
  96.1, -32.5, -4.3, 11.5, 1.6, 92.3, 7.2, -21.1, -3.8, 1.2
> Cc1nnc(NC(=O)c2oc3cc(C)c(C)cc3c2C)s1
  100.8, 2.5, -5.8, 11.1, 0.9, 103.1, -10.2, -10.3, 0.4, -0.5
> C=CCOc1ccc(CNC(C)(C)C)cc1OC
  107.8, 1.5, -8.5, 15.6, 1.2, 106.0, -18.3, -48.0, 0.0, -0.1
> O=C(CN1C(=O)CCC1=O)Nc1nc(-c2nc3ccccc3s2)cs1
  90.6, 19.4, -5.6, 11.9, 3.7, 99.6, 22.2, -41.7, -0.9, .
> CCC(=O)OCC(=O)c1c(N)n(Cc2ccccc2)c(=O)n(C)c1=O
  94.3, ., -11.8, 12.9, 0.8, 99.6, -13.1, -1.5, -0.3, .
> Cc1cc(NS(=O)(=O)Cc2ccccc2)cc(C)c1OCC(=O)N1CCOCC1
  94.5, -16.9, -3.0, 15.8, 2.4, 106.6, 5.3, -9.7, -0.5, 0.9
> CCc1nc(SCC(=O)Nc2ccccc2C(=O)OC)n[nH]1
  102.1, -10.9, -5.3, 12.9, 0.1, 93.9, 2.7, -15.8, -1.8, -1.5
> Cc1ccc(C(=O)CSc2nnc(COc3ccc(C#N)cc3)n2-c2ccccc2)cc1
  99.0, 4.4, ., 24.5, 1.9, 86.6, -6.2, -53.4, 0.8, .
> CCCS(=O)(=O)N1CCCC(C(=O)N2CCN(c3ccccc3)CC2)C1 (stereo not given)
  94.9, 11.4, -13.7, 9.9, 0.5, 91.5, 6.9, -29.3, -1.4, 0.9
> Cn1c(SCC(=O)O)nnc1C1CCCCC1
  100.3, 3.6, -21.1, 22.5, 1.2, 105.1, -1.0, -10.2, -1.0, -1.3
> COC(=O)c1cc2oc(C)cc2n1CC(=O)Nc1ccc(OC)c(OC)c1OC
  87.6, ., -11.7, 11.4, 0.2, 91.5, -2.8, -47.4, -1.1, 1.8
> COc1ccc(-c2cn[nH]c2N)cc1OC
  93.6, 9.1, -5.9, 4.5, -0.2, 97.7, -2.2, 9.8, -3.5, 2.2
> O=C(CC1C(=O)N(c2ccc(Cl)cc2)C(=S)N1CCc1ccncc1)Nc1ccc(F)cc1 (stereo not given)
  88.3, -45.7, -9.8, 9.9, -2.5, 78.6, -4.0, -42.3, -2.9, .
> Cc1ccc(NC(=O)c2ccc(S(=O)(=O)N3CCC(C)CC3)cc2)cc1
  88.4, -13.2, -4.4, 2.3, -1.9, 84.9, 4.1, -21.2, 0.2, 0.8
> Cc1ccc(-n2nc(C)c3c2OC(N)=C(C#N)C3c2ccc(C)o2)cc1 (stereo not given)
  90.1, -9.3, ., 12.4, 1.2, 104.2, -0.1, -12.5, -1.8, .
> Cc1cc(C(=O)N/N=C2\CCCC(C)C2)n[nH]1 (stereo not given)
  97.9, 21.6, -3.9, 9.4, -0.3, 88.0, -3.3, -25.7, -2.6, .
> COc1cc(OC)cc(C(=O)NC2CCN(Cc3nnnn3Cc3cccs3)CC2)c1
  87.5, -7.1, -15.9, 5.2, 0.4, 77.7, -2.6, 3.2, -0.8, -0.3
> COc1cc(C2NC(=S)NC(C)=C2C(=O)OC(C)C)ccc1OC(C)C (stereo not given)
  87.8, 2.5, ., 15.1, -1.4, 81.3, 8.4, -7.3, -3.0, .
> CC(=O)Nc1ccc(NC(=O)CSc2nnc(C3CC3)n2C)cc1
  99.0, -1.9, -10.2, 5.5, 3.8, 101.8, -5.5, -28.9, -2.9, -0.3
> CCCCCOP(=O)(OCCCCC)C1(NS(=O)(=O)c2ccccc2)C=CC(=O)c2ccccc21 (stereo not given)
  84.9, 2.9, 1.2, 17.3, 6.5, 69.8, -0.8, -1.3, -6.0, -3.9
> O=C(c1ccccc1)c1ccc(OCCCCN2CCCCC2)cc1
  90.0, 5.7, -13.0, 5.2, 2.4, 90.5, -0.2, -14.9, -0.1, .
> COc1ccc(Cl)cc1S(=O)(=O)N1CCN(C(=O)c2cc(OC)c(OC)c(OC)c2)CC1
  84.4, 18.2, -19.4, 29.7, -2.1, 85.8, -1.5, -47.2, -3.7, .
> CCCCN(CC)CCNC(=O)c1cc2c(C)nc3ccccc3c2o1
  71.2, ., 0.8, 4.0, 0.7, 73.7, -2.7, -21.4, -3.9, .
> CSCC[C@H](NC(=O)C1CCN(S(=O)(=O)c2ccc(C)cc2)CC1)C(=O)NCC1CCCO1 (stereo not given in full)
  84.0, -5.6, -11.5, 10.3, 1.7, 98.0, -7.4, -30.1, 0.1, -0.3
> O=C(NCCc1ccccc1)C1CCCN(S(=O)(=O)c2cccc3nsnc23)C1 (stereo not given)
  81.6, -12.6, -1.4, 29.8, 0.5, 93.1, -16.5, -18.3, -1.8, -10.3

Going on with the list:
Results follow in this order: bCat KO growth, E-sel TNF inh, Yeast lifespan up, Measles CPE, NPY Y2 blocker, HCT116 PTEN-null, GALR2 antag, Yeast growth inh, MRP1 act, Phagocytosis inh
> O=C(CN(Cc1ccc(F)cc1)S(=O)(=O)c1ccccc1)N1CCCCC1
  95.2, 24.7, -3.9, 5.9, -1.0, 95.2, -5.1, -51.3, -3.2, -1.2
> Cc1ccc(CNC(=O)c2ccccc2NC(=O)CSc2nnnn2C)cc1
  73.6, 1.9, -2.1, 3.2, 0.4, 84.3, 4.2, -38.3, -3.9, 0.7
> CCOC(=O)N1CCN(S(=O)(=O)c2c(C)cc(C)cc2C)CC1
  90.5, -13.7, -0.9, 15.5, 0.0, 89.0, -8.2, -8.0, -1.7, -0.7
> O=C(CSc1nnnn1-c1ccccc1)Nc1ccc(Cl)cc1
  77.5, -15.2, -9.9, 20.5, 8.2, 91.2, 8.7, -12.1, -0.8, -0.6
> Cc1cc(/C=C2/SC(=O)N(CC(=O)OC(C)C)C2=O)c(C)n1C
  100.0, 16.8, -3.1, 5.9, 3.4, 97.5, -9.9, -20.2, 0.8, -0.3
> O=C(N/N=C\c1cccc(OC(=O)c2ccco2)c1)c1ccc2c(c1)OCO2
  81.3, ., -0.3, 6.8, 4.2, 79.2, 0.6, -41.8, -2.4, 1.1
> O=C(/C=C/c1cc([N+](=O)[O-])ccc1OC(F)F)NCc1ccc(Cl)cc1
  95.0, -32.8, -7.4, 5.2, -0.1, 99.0, -5.7, -66.9, 2.2, -0.3
